EWS-Fli inh: inhibitors of EWS/Fli oncoprotein transcriptional activity. A673 NR0B1-luciferase reporter, viability-normalised. inhibition, % at 12.6 µM. hit rate 0.67% among 350,000;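 active = mean inhibition of at least 50% after viability correction, with every replicate also passing that limit; inconclusive = mean reaches 50% but only one of two replicates passes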;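 note: firefly luciferase signal divided by Alamar Blue viability fluorescence both relative to DMSO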
DENV2 CPE: DENV2-induced cell death inhibition. DENV2-infected cells, cytopathic effect rescue, plate reader. CPE inhibition, % at 9.99 µM. hit rate 1.7% among 350,000. AID 651640; in the data active = CPE inhibition above about 20%, passing the limit was not always enough; inconclusive = no clear call, values can overlap the other calls; tested in BHK-21 cells;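 note: 0% = median of neutral control wells and 100% = median of positive control wells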
CFTR F508del cor: correctors of CFTR F508del function in bronchial epithelial cells; AID 720511; CFBE cells, YFP halide quenching; stimulated with forskolin plus potentiator P3; % fluorescence drop versus neutral controls; hit rate 0.36% among 350,000; activity (quench increase), % at 7.58 µM;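 active = mean added fluorescence quench of at least 8% versus neutral control, with both replicates also reaching 8%; inconclusive = only one of the mean or replicate conditions met; inactive = mean below 8% and not both replicates reaching 8%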;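 note: cells transiently co-express mutant CFTR-F508del with the halide-sensitive YFP; corrector assay measuring rescue of mutant channel to the surface after 24 h compound exposure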
INS-1E GSIS act: primary screen for activators of insulin secretion dependent on glucose, INS-1E cells, GLuc reporter luminescence; hit rate 0.61% among 370,000; INS-1E GLuc reporter insulin secretion, 2-3 h; activation, % at 16.6 µM;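 active = lowest replicate activation of at least 40%, so every replicate reaches that level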;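 note: 0% = median of neutral control wells and 100% = median of IBMX positive control wells; some compounds called inactive have numbers as strong as hits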
Xi reactivation: activators of X-chromosome reactivation in mouse fibroblasts; XiGFP mouse fibroblasts, % GFP-positive cells imaging, 3 d; cells co-treated with 5-aza-dC sensitizer; scaled so ellipticine positive control = 100%; activation, % at 7.58 µM; hit rate 0.055% among 360,000; AID 743238;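 active = mean normalized replicate activation at least 10% and every replicate at or above 10%; inconclusive = only one of the two criteria met; inactive = mean below 10% and not all replicates reach 10%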;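 note: 0% = median of on-plate neutral control wells and 100% = ellipticine 6 µM median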
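System: XiGFP fibroblasts, SV40-immortalized. Medium: DMEM plus 5-aza-dC sensitizer. Doses: single point. Timing: 3 d treatment, 15 min room-temperature fixation. Control set: ellipticine 6 µM.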
ARNT-TACC3 inh: ARNT/TACC3 interaction disruption; Q9Y6A5; AlphaScreen His-ARNT PAS-B/GST-TACC3 binding, luminescence; TACC3 fragment carries E629A point mutation; inhibition, % at 9.99 µM; hit rate 0.66% among 390,000;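 active = mean inhibition of replicates at least 50% and at least half of replicates each reaching 50%; inconclusive = half or more replicates reach 50% but mean below 50%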;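 note: 0% = complete ARNT plus TACC3 wells and 100% = ARNT alone without TACC3; many hits fall short of the cut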
PAX8 inh HTS: PAX8 transcriptional activity inhibition | inhibition, % at 12.6 µM | hit rate 1.2% among 360,000 | AID 652154 | RMG-I TPO-luciferase reporter, SteadyGlo, 24 h;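 active = mean replicate inhibition at least 60% with every replicate also reaching 60%; inconclusive = only one of the two criteria is met; inactive = mean below 60% and not all replicates reaching 60%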;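 note: luciferase light reporting Pax8 driven TPO promoter activity; plate controls were median of neutral control wells for no effect and mitoxantrone controls for full effect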
ERp5 block: ERp5 (human) disulfide isomerase inhibition | Q15084 | inhibition, % at 9.99 µM | hit rate 0.05% among 350,000 | AID 651711 | ERp5 insulin aggregation, absorbance 650 nm, 90 min;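 active = mean replicate inhibition above about 25%, with every replicate also reaching it, limit read from the data, passing the limit was not always enough; inconclusive = only one of those two criteria met; inactive = neither criterion met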
Target sequence (Q15084 whole entry, looked up): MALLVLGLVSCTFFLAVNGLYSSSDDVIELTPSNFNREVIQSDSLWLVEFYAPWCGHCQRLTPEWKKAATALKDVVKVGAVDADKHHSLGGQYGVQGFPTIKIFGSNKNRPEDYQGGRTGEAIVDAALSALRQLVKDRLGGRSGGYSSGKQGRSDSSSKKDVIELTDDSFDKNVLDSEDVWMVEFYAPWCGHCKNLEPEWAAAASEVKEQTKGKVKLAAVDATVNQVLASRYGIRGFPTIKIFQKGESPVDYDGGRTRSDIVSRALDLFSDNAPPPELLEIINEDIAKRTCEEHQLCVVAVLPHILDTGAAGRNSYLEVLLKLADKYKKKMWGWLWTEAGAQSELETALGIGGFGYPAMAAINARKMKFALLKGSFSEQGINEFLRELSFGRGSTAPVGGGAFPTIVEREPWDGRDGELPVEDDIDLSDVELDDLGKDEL
Starred values were filed as active, the others as inactive; ? = inconclusive; . = not tested or not shown.

#1 CCC(=O)N(C)C[C@H]1Oc2ncc(-c3ccccc3OC)cc2C(=O)N([C@@H](C)CO)C[C@@H]1C
#2 CSc1nc2c(c(=O)[nH]c(=O)n2C)n1Cc1ccccc1
#3 CCOc1ccccc1CN1CCC(n2nccc2NC(=O)CCCc2ccccc2)CC1
#4 O=C(NCCCN1CCCC1=O)c1ccc(OC(F)(F)F)cc1
#5 Cc1noc(C)c1NC(=O)Nc1ccc2c(c1)C(=O)N([C@@H](C)CO)C[C@@H](C)[C@@H](CN(C)C(=O)Nc1ccc(C(F)(F)F)cc1)O2
#6 Oc1c(C(Nc2cccc(C(F)(F)F)c2)c2ccncc2)ccc2cccnc12 (stereo not drawn)
#7 COc1cc(/C=C/CNC[C@H]2O[C@@H](n3ccc(N)nc3=O)[C@H](O)[C@@H]2O)ccc1O
#8 O=C(NC1CCCCC1)c1ccc2ccccc2c1O
Assay by compound	1	2	3	4	5	6	7	8
EWS-Fli inh	-5.5	10.7	13.0	-10.5	-1.7	15.4	-3.3	-186.1
DENV2 CPE	?	12.9	-7.8	-11.4	32.2*	-3.5	2.0	15.0
CFTR F508del cor	-2.6	-0.1	-3.5	-0.1	-0.7	-3.4	2.0	6.4
INS-1E GSIS act	0.6	28.3	-1.1	3.7	-6.5	7.7	-1.5	-23.9
Xi reactivation	-0.8	0.2	0.0	0.0	-0.2	1.1	0.0	0.1
ARNT-TACC3 inh	-5.3	-1.9	-5.8	.	-0.5	53.4*	.	.
PAX8 inh HTS	.	8.8	14.7	-2.0	.	48.4	-15.1	-159.9
ERp5 block	-6.3	-5.5	-3.7	-1.3	-2.1	2.5	5.7	2.3

#9 Cc1cc(C(=O)NN=Cc2ccc(OC(=O)c3ccco3)cc2)c(C)o1
#10 CC1(C)C(=O)N(c2ccccc2F)C(=O)c2ccccc21
#11 CCc1ccc(/C=C2/C(=O)NC(=O)N2C(C)=O)cc1
#12 O=C(Nc1ccccc1N1CCCC1)c1cc(S(=O)(=O)N2CCOCC2)ccc1Cl
#13 CCCNC(=O)Cn1c(=O)cnc2ccccc21
#14 COc1ccc(-c2cnc3c(c2)C(=O)N([C@@H](C)CO)C[C@H](C)[C@H](CN(C)Cc2ccc(C(=O)O)cc2)O3)cc1
#15 CC1(C)CC(=O)C(CC(=O)NC2CCCc3ccccc32)C(=O)C1 (stereo not drawn)
#16 CN(c1ccc(C(=O)COC(=O)C2CC2)cc1)S(C)(=O)=O
Assay by compound	9	10	11	12	13	14	15	16
EWS-Fli inh	-19.6	-0.6	-21.5	0.3	.	-0.9	6.9	-55.0
DENV2 CPE	-8.5	-2.4	10.4	-2.4	.	18.2	0.8	-10.4
CFTR F508del cor	-2.9	-2.4	1.4	-0.2	.	-0.5	6.5	-3.3
INS-1E GSIS act	-20.5	3.9	-2.6	7.3	14.9	24.3	-9.6	-2.3
Xi reactivation	0.1	0.1	0.0	-0.8	0.3	0.0	-0.1	0.1
ARNT-TACC3 inh	3.1	6.9	9.2	3.5	13.2	-2.1	-6.1	4.0
PAX8 inh HTS	-5.3	-8.7	-17.8	-6.4	11.9	-2.3	-7.6	-14.6
ERp5 block	3.5	0.7	-1.5	-2.9	.	2.1	0.2	0.3

#17 CC(C)c1ccc(/C=C(\NC(=O)c2ccccc2)C(=O)NCCN2CCOCC2)cc1
#18 Cc1cc2nc(NC(=O)C3(C)CCN(C)C3)[nH]c2cc1C (stereo not drawn)
#19 C[C@H]1CN([C@@H](C)CO)C(=O)CCCn2cc(nn2)CO[C@H]1CN(C)C(=O)C1CC1
#20 CO[C@H]1CN(C)C(=O)c2cc(NS(=O)(=O)c3ccc(C)cc3)ccc2OC[C@@H](C)N(C(=O)NC(C)C)C[C@@H]1C
#21 CCC(C)c1ccc(NC(=O)c2[nH]c(C)c(C(C)=O)c2C)cc1 (stereo not drawn)
#22 COc1ccc2[nH]c3c(c2c1)CCN1C(=O)C(CC(=O)NC(C)(C)C)C[C@H](C(=O)N2CCCCC2)[C@@]31CCc1ccccc1 (stereo partly drawn)
#23 C/C=C/c1cnc2c(c1)C(=O)N([C@H](C)CO)C[C@@H](C)[C@@H](CN(C)C(=O)c1cnccn1)O2
#24 Clc1c(-c2ccccc2)nnn1-c1ccccc1
Assay by compound	17	18	19	20	21	22	23	24
EWS-Fli inh	.	-14.9	-0.3	2.1	-64.3	-0.4	-9.0	-116.4
DENV2 CPE	-3.8	-2.9	.	7.6	-3.5	1.8	.	?
CFTR F508del cor	-0.4	1.2	2.1	1.3	-0.5	1.2	0.1	3.6
INS-1E GSIS act	1.7	7.3	10.3	7.3	-19.3	-5.5	3.5	3.6
Xi reactivation	0.1	1.4	-0.4	0.4	-0.1	.	0.5	0.0
ARNT-TACC3 inh	-1.3	.	.	31.0	-0.8	2.1	.	2.6
PAX8 inh HTS	11.9	-12.4	-1.0	.	-54.4	-16.0	-14.0	-136.1
ERp5 block	-1.6	4.8	.	-4.9	1.5	7.1	.	-3.4

7 of the compounds above, with tabs:
no.	Compound	EWS-Fli inh	DENV2 CPE	CFTR F508del cor	INS-1E GSIS act	Xi reactivation	ARNT-TACC3 inh	PAX8 inh HTS	ERp5 block
15	CC1(C)CC(=O)C(CC(=O)NC2CCCc3ccccc32)C(=O)C1 (stereo not drawn)	6.9	0.8	6.5	-9.6	-0.1	-6.1	-7.6	0.2
16	CN(c1ccc(C(=O)COC(=O)C2CC2)cc1)S(C)(=O)=O	-55.0	-10.4	-3.3	-2.3	0.1	4.0	-14.6	0.3
17	CC(C)c1ccc(/C=C(\NC(=O)c2ccccc2)C(=O)NCCN2CCOCC2)cc1	.	-3.8	-0.4	1.7	0.1	-1.3	11.9	-1.6
18	Cc1cc2nc(NC(=O)C3(C)CCN(C)C3)[nH]c2cc1C (stereo not drawn)	-14.9	-2.9	1.2	7.3	1.4	.	-12.4	4.8
19	C[C@H]1CN([C@@H](C)CO)C(=O)CCCn2cc(nn2)CO[C@H]1CN(C)C(=O)C1CC1	-0.3	.	2.1	10.3	-0.4	.	-1.0	.
20	CO[C@H]1CN(C)C(=O)c2cc(NS(=O)(=O)c3ccc(C)cc3)ccc2OC[C@@H](C)N(C(=O)NC(C)C)C[C@@H]1C	2.1	7.6	1.3	7.3	0.4	31.0	.	-4.9
21	CCC(C)c1ccc(NC(=O)c2[nH]c(C)c(C(C)=O)c2C)cc1 (stereo not drawn)	-64.3	-3.5	-0.5	-19.3	-0.1	-0.8	-54.4	1.5

(next part)
#25 COc1ccc(-c2noc3c2-c2nc(-c4ccccc4)sc2CC3)cc1
#26 COc1ccc(-c2ccc([C@@H]3[C@H]4CN(C(=O)C5CCCC5)CC(=O)N4[C@H]3CO)cc2)cc1
#27 COc1ccc(NC(=O)Nc2ccc3c(c2)C(=O)N([C@H](C)CO)C[C@@H](C)[C@H](CN(C)C(=O)Nc2c(C)noc2C)OCCCC[C@@H](C)O3)cc1
#28 COc1ccc(NC(=O)Nc2ccc3c(c2)[C@H]2C[C@H](CC(=O)NCC(F)(F)F)O[C@@H](CO)[C@H]2O3)cc1
#29 CO[C@@H]1CN(C)C(=O)c2cc(NC(=O)C3CC3)ccc2OC[C@H](C)N(CC2CC2)C[C@H]1C
#30 CCCCN1CC(COCc2ccccc2)Oc2cccc(OCCN3C(=O)[C@@H]4[C@H](C3=O)C3C=C[C@H]4C3)c2S1(=O)=O (stereo partly drawn)
#31 COc1ccc(S(=O)(=O)Nc2ccc3c(c2)C(=O)N([C@@H](C)CO)C[C@@H](C)[C@@H](CN(C)Cc2ccncc2)OCCCC[C@H](C)O3)cc1
#32 O=C(c1ccco1)N1CCc2ccccc21
Assay by compound	25	26	27	28	29	30	31	32
EWS-Fli inh	-8.4	11.6	-9.5	-6.1	-3.6	19.8	-2.7	-7.1
DENV2 CPE	-2.8	0.6	-4.2	?	?	0.4	36.5*	7.7
CFTR F508del cor	-0.6	-0.8	1.2	4.1	-1.8	0.7	-3.1	-1.5
INS-1E GSIS act	2.4	-16.6	-1.8	0.6	12.6	.	-18.9	-5.4
Xi reactivation	0.2	0.4	0.2	0.0	-0.2	0.0	-0.4	0.1
ARNT-TACC3 inh	4.0	.	3.8	1.7	-6.6	-0.7	-17.8	.
PAX8 inh HTS	31.9	11.8	.	-5.1	7.0	84.7*	-16.6	-134.5
ERp5 block	2.4	2.2	-2.9	0.6	-0.4	-2.9	-1.6	8.3

#33 CCn1cc(CCC(=O)NCCN2CCOCC2)c2ccccc21
#34 CN(C(=O)n1cnc2ccccc21)c1ccccc1
#35 Cc1c(Cl)cccc1NC(=S)NC1CCCC1
#36 COCC(=O)N1CC(=O)N2[C@H](CO)[C@@H](c3ccc(Br)cc3)[C@H]2C1
#37 Cc1ccc(S(=O)(=O)c2nc(S(=O)(=O)CCO)sc2N2CCOCC2)cc1
#38 CSCCC(NC(=O)c1ccc([N+](=O)[O-])cc1Cl)C(=O)OCC(=O)NC1CCCC(C)C1C (stereo not drawn)
#39 O=C(COC(=O)c1ccc([N+](=O)[O-])o1)Nc1ccc(Br)cc1F
#40 O=C(CCNC(=O)c1ccco1)Nc1ccccc1N1CCOCC1
Assay by compound	33	34	35	36	37	38	39	40
EWS-Fli inh	1.5	.	2.2	-11.0	.	11.5	-7.0	9.1
DENV2 CPE	9.6	.	?	-5.9	-0.6	.	13.8	2.9
CFTR F508del cor	.	.	1.5	-0.3	-7.9	2.1	2.9	-0.2
INS-1E GSIS act	0.5	12.9	1.6	13.9	40.3	-19.3	-13.0	19.2
Xi reactivation	0.0	0.1	0.1	0.2	0.2	0.0	0.0	0.0
ARNT-TACC3 inh	-3.0	-11.8	-7.3	.	5.3	-6.2	-3.9	-7.1
PAX8 inh HTS	1.8	12.5	0.7	-23.3	8.6	4.2	-6.4	-0.8
ERp5 block	2.7	.	3.0	7.1	-0.4	8.7	-1.5	1.0

#41 C[C@@H]1CN([C@H](C)CO)C(=O)c2cc(C#CCN(C)C)cnc2O[C@H]1CN(C)Cc1cccc(C(=O)O)c1
#42 CCCc1ccc(OCc2ccc(C(=O)OC)o2)c(OC)c1
#43 CCCCn1nc(C(=O)N(C)CC(=O)Nc2cccc(F)c2)c2ccccc2c1=O
#44 COc1ccc(/C=N/Nc2ccccn2)c(OC)c1OC
#45 O=C(Nc1cccc(Cl)c1)c1cc2c(=O)n3ccccc3nc2s1
#46 O=[N+]([O-])c1ccc(CN2[C@H](COCc3ccccc3)C=CS2(=O)=O)cc1
Assay by compound	41	42	43	44	45	46
EWS-Fli inh	1.7	-29.1	8.3	-74.3	.	-0.4
DENV2 CPE	30.3*	-3.8	1.2	-8.5	5.5	-2.4
CFTR F508del cor	-2.5	2.3	-3.2	-0.6	1.6	-1.7
INS-1E GSIS act	22.8	-41.0	-14.9	6.0	-3.3	-1.4
Xi reactivation	0.5	.	0.0	0.3	0.0	-0.1
ARNT-TACC3 inh	.	-4.5	-2.6	15.3	-12.4	.
PAX8 inh HTS	-42.7	.	13.8	-151.6	16.3	10.9
ERp5 block	0.0	-0.9	-0.7	-2.0	3.8	-3.0

Random draw from the library; about 4.2% have a hit in one of these screens.
